PV pol inh – poliovirus RNA polymerase inhibition | P03300 | 150,000 tested, 0.66% active | % elongation, % (compound at 16.7 µg/mL) | poliovirus polymerase elongation, fluorescence polarization; hits give low values; in the data active means % elongation below about 90%; further: some results filed as inactive read as strong as hits
Target sequence (P03300 1749-2209 limits assumed): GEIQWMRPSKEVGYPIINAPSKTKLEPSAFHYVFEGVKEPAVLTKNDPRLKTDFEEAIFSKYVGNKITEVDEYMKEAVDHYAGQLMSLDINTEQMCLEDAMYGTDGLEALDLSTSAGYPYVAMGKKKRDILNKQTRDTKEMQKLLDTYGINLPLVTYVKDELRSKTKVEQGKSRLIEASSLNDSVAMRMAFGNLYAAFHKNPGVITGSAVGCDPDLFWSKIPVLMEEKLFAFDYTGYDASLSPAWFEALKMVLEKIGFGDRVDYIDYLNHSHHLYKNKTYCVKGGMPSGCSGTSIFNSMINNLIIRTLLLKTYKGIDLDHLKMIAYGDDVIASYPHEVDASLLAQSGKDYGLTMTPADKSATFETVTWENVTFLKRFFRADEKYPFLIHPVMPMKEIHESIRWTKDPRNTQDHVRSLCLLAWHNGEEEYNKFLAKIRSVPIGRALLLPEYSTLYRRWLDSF
PV pol inh FP z-score – second read-out of PV pol inh, no call of its own (marks repeat the call); z-score; measured here: FP z-score; hits read low
* hit, by the source's call; & = joins results of further samples. Not all compounds are listed, so the mix of outcomes need not match the whole.

SMILES	PV pol inh	PV pol inh FP z-score
O=C1CC(c2cnc[nH]2)C2(CCCCC2)O1 (centres undefined)	100	0.1
CN(Cc1cccs1)S(=O)(=O)c1ccc(Br)cc1Cl	103	0
CCc1ccc(-c2nn(CC(=O)NC3CCCCC3)c3c2cnc2ccc(C)cc23)cc1	105	-0.3
Cc1ccc(NC(=O)C2CCC(CNS(=O)(=O)c3ccc4c(c3)C(C)(C)C(=O)N4C)CC2)cc1 (centres undefined)	105	-0.2
CCN(CC1COc2ccccc2O1)C(=O)c1ccc2c(c1)SC1=NS(=O)(=O)CCN12 (centres undefined)	84*	-3.1*
CCOC(=O)c1cnc2ccccc2c1Nc1ccc(N2CCOCC2)cc1	103&99	-0.5&-0.5
COc1ccc(-c2c(C)nn3c(C)cc(C)nc23)cc1OC	100	-0.7
COC(=O)c1ccccc1NC(=O)C1CCN(C(=O)N2CC(C)Oc3ccccc32)CC1 (centres undefined)	108	0.2
CC1(C)OC(=O)N(CC(=O)Nc2ccc(F)cc2)C1(C)O (centres undefined)	103	-0.1
Cc1ccc(NC(=O)c2c(C)oc3ccc(O)c(CN(C)Cc4ccccc4)c23)c(C)c1	110	0.5
COc1ccc(CCNS(=O)(=O)c2c(C)nc3sccn3c2=O)cc1OC	101	-0.6
Fc1ccc(-n2cc(-c3ccccc3)c3c(NCCC4=CCCCC4)ncnc32)cc1	101	-0.5
CCc1nnc(NC(=O)C(=O)c2cc(C)n(-c3ccccc3)c2C)s1	101	-0.6
CCN(CC)Cc1cc(Nc2ccnc3cc(Cl)ccc23)ccc1O	101	0.4
Cc1ccc(O)c(NC(=O)c2cccnc2Cl)c1	103	0.5
CC1(C)NC(=O)N(CN2CCCCC2)C1=O	103	0.2
Cn1c(Sc2c3c(nc4ncnn24)CCC3)nnc1-c1ccccc1	107	0.4
O=C(CSc1ncccn1)Nc1ccc2c(c1)OCCCO2	99	-0.5
Cc1ccc(C(=O)COC(=O)CN2C(=O)C3CC=CCC3C2=O)cc1C (centres undefined)	98	-0.4
CCCNC(=O)c1ccccc1NC(=O)c1nsc2ccccc12	113	1.3
CCN1C[C@]2(C)CC[C@H](OC)[C@]34C2[C@H](OC(C)=O)C2(OCO[C@@]25CC(OC)C2C[C@]3(O)C5[C@H]2OC)[C@@H]14 (some centres undefined)	102	0.2
Cc1cc(=O)oc2cc(OC(C)C(=O)Nc3nnc(C4CCCO4)s3)ccc12 (centres undefined)	99	-0.3
CCC(=O)NC(c1c(C)[nH]n(-c2ccccc2)c1=O)(C(F)(F)F)C(F)(F)F	107	0.5
CN(C)c1ccc(CN(Cc2ccco2)C(=O)c2ccc(F)cc2)cc1	111	1.1
COc1ccc(S(=O)(=O)NNC(N)=S)cc1	107	1.6

Continued.
SMILES	PV pol inh	PV pol inh FP z-score
Oc1ccccc1-c1noc(-c2ccccc2O)n1	99	-0.4
CCCCn1ccnc1C(=O)c1cccc(S(=O)(=O)N2CC(C)CC(C)C2)c1 (centres undefined)	100	-0.2
Cc1ccc(C)c(Cn2c(=O)n(-c3ccccc3)c(=O)c3c4c(sc32)CCCC4)c1	108	0.8
Cc1ccc(C)n1-c1ccc(C(=O)OCC(=O)c2ccc(Cl)cc2)cc1	103	0
COc1ccc(-n2ncc(C(=O)N3CCN(c4cc(C)ccc4C)CC3)c2C2CCN(C(=O)OC(C)(C)C)CC2)cc1	103	-0.5
COc1cccc(OCc2nc3ccccc3n2CCOc2ccc(C)cc2)c1	111	1
CC(NS(=O)(=O)c1ccc(Cl)cc1)C(c1cccs1)N1CCN(C)CC1 (centres undefined)	103	0.6
COc1ccc(CCNC(=O)c2ccc3c(Cl)c4c(nc3c2)CCCC4)c(OC)c1	110	0.8
CC(=O)Nc1ccc(C(=O)OCC(=O)Nc2ccc(C)cc2)cc1	102	0.4
COC(=O)CN(c1ccccc1)S(=O)(=O)c1ccc(C)cc1	104	0.4
COc1ccc(C(=O)O)s1	104	1
O=C(NC1CCCC1)c1cc(-c2ccc(Br)cc2)on1	101	-0.2
Cn1c(=O)c2ccccc2n2c(CN3C(=O)NC4(CCCc5sccc54)C3=O)nnc12 (centres undefined)	103	0
C=CCSC1=C(C#N)C(c2ccccc2C)CC(=O)N1 (centres undefined)	104	0.4
COc1ccccc1-c1nn(CNc2ccccc2)c(=S)o1	106	0.2
Cc1cccc(NC(=O)CN(C2=NC3CS(=O)(=O)CC3S2)c2ccccc2)c1 (centres undefined)	99	-0.6
CC12CC(c3ccccc3O1)C(S(=O)(=O)c1ccccc1)C(=O)N2 (centres undefined)	101	-0.4
CN(NS(=O)(=O)c1ccc(Cl)cc1)c1cnn(C)c(=O)c1Cl	107	0.3
CCCOc1ccccc1C1NC(=O)NC(C)=C1C(=O)OCC1CCCCC1 (centres undefined)	100	-0.5
O=C(O)CC1C(=O)NN=C2c3ccccc3N=CN21 (centres undefined)	78*	-2.9*
Cc1ccc2c(c1)CNc1ccccc1O2	105	0.5
O=C(OCc1ccccc1)c1ccc(O)cc1	102	0.7
COC(=O)c1nnn(CC(=O)Nc2c(C)cccc2C)c1N	107	0.6
O=C([C@H](Cc1ccccc1)N1Cc2ccccc2C1=O)N1CCN(c2ccccc2)CC1	101	-0.6
COc1ccc(S(=O)(=O)NCC2CCC(C(=O)O)CC2)cc1 (centres undefined)	102	0.1

The listing continues:
SMILES	PV pol inh	PV pol inh FP z-score
CCC(C)NC(=O)C1COc2ccccc2O1 (centres undefined)	99	-0.9
O=C(Nc1cccc(C(F)(F)F)c1)Nc1ccc2c(c1)OCO2	96	-0.6
CCC1SC(=Nc2ccc(C)cc2)NC1=O (centres undefined)	100	-0.2
O=C(NN1CCOCC1)c1ccccc1NS(=O)(=O)c1ccc(F)cc1F	105	0.3
CCC(C)NC(=O)Cn1c(=O)n(-c2ccc(C)cc2)c(=O)c2ccccc21 (centres undefined)	105	-0.2
Cn1cccc1CNC1CCCCCCC1	100	-1
Nc1nnnn1/N=C/c1ccccc1O	99	-0.7
CCCCCC(=O)Nc1ccc(C(=O)COC(=O)c2cccnc2N2CCCC2)cc1	96	-0.8
CC(=O)NC(C)c1nc2ccccc2n1CC(=O)Nc1cccc(C)c1C (centres undefined)	113	1.5
CC1CCN(S(=O)(=O)c2cccc(C(=O)N3CCN(c4ccc(F)cc4)CC3)c2)CC1	101	0.5
COc1ccc(C(=O)N/C(=C\c2cccc3ccccc23)C(=O)N2CCN(C)CC2)cc1	103	0.7

Screening results: PubChem, ICCB-Longwood Screening Facility, Harvard Medical School
